Eya2 inh: inhibitors of human Eya2 phosphatase activity | Potency, µM (titrated, usually from 76.9 µM), inactives show top-dose activity, negative = inhibition, most hits filed as inhibitors | recombinant Eya2, OMFP fluorescence dephosphorylation (OMFP is methylfluorescein phosphate) | 330,000 compounds, 0.006% hits; further: potency means the concentration at half of the fitted maximal effect; on the % scale 0 is the no-effect control and ±100 the full control effect
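Eya2 (0.2 uM) preincubated 10 min at ambient with compound, then OMFP substrate added at 50 uM; 10 min reaction in 50 mM HEPES pH 7.5, 50 mM NaCl, 5 uM MgCl2, 0.05% BSA, 1 mM DTT. Fluorescence read at Ex 485/Em 525 nm.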
S-ASM inh: inhibitors of human secretory acid sphingomyelinase. Potency, µM (doses to about 57.5 µM), without a hit: top-dose activity change, negative = inhibition, hits mostly inhibitors. AID 504937. 340,000 compounds, 0.006% hits. placental ASM, HMU-PC fluorogenic substrate, 60 min; further: potency means the concentration at half of the fitted maximal effect
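Steps: dispense placental human ASM, pin compound, wait 10 min at room temperature, add HMU-PC0 substrate at 9 uM final, incubate 60 min at 37 °C, add stop solution raising pH to 10, read fluorescence.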
Mito fusion yeast: blocks mitochondrial division or promotes mitochondrial fusion; S. cerevisiae fusion-defective mutant growth rescue, CellTiterGlo 48 h; Potency, µM (titrated, usually from 46.1 µM), without a hit: top-dose growth rescue (activation), actives largely listed as activators; 320,000 compounds, 0.23% hits; AID 485298;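 further: potency means the concentration at half of the fitted maximal effect; % of control where 0% means no effect; nearly all actives have a fitted effect of over 45% in size; temperature-sensitive fusion mutants such as fzo1-1 at 37 °C on non-fermentable ethanol glycerol medium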
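Read-out: ATP-based luminescence (CellTiterGlo, 10 min ambient) reporting growth of fusion-defective ts yeast after 48 hours at 37C on glycerol/ethanol YPEG medium in the presence of compound.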
TSG101-PTAP inh: blocks PTAP/TSG101 interaction to inhibit HIV-1 budding; Q99816; Fluorescence polarization, FITC-PTAP peptide / Tsg101 binding; Potency, µM (series often up to 115 µM), for the others: at the highest dose activity change, negative = inhibition, actives largely listed as inhibitors; 340,000 tested, under 10 active; AID 493005; active means well fitted inhibition curve with a large enough effect in the main read-out, with a control signal flat, not every such curve was filed as active; inconclusive means small, poorly fitted or top-dose-only effect, or effect the other way, or a change in a side signal; inactive means no such curve, though single readings can be large or run the other way; further: potency means the concentration at half of the fitted maximal effect; % of control where 0% means no effect
Target sequence (Q99816 whole entry, looked up): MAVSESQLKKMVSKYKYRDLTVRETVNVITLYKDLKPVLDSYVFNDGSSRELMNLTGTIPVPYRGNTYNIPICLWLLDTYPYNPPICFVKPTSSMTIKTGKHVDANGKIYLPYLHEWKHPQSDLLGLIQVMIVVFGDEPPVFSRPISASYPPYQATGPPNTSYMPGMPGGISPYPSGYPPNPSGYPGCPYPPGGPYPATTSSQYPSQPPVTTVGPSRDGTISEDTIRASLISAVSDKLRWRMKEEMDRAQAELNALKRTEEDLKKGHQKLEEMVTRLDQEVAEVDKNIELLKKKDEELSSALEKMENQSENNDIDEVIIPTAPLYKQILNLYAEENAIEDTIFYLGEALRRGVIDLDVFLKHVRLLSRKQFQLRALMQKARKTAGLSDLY
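FP read-out: FITC-PTAP peptide, 50 nM final, binding Tsg101 binding domain, 10 uM final; 20 min, r.t.; 10 mM HEPES pH 7.5, 0.15 M NaCl, 0.01% Tween 20, 3 mM EDTA, 0.1 mM TCEP.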
A-T KAP1 phos: potential ataxia-telangiectasia treatment | 320,000 compounds, 0.19% hits | […] A-T fibroblasts, KAP-1 phosphorylation AlphaLISA; neocarzinostatin DNA damage 30 min before lysis | Potency, µM (top dose mostly 57.5 µM), for the others: at the highest dose activation, actives largely listed as activators | AID 485349; further: potency means the concentration at half of the fitted maximal effect; % of control where 0% means no effect; nearly all actives have a fitted effect of over 45% in size
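ATM-like activity read as KAP-1 phosphorylation via AlphaLISA donor/acceptor antibody pairs after lysis and 6 hr at 25C. Cells were ATM-null patient fibroblasts ([…], hTERT), dosed 60 min, then exposed to the DSB inducer NCS for 30 min.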
Chronic BCR inh: blocks chronic active B-cell receptor signaling; 340,000 compounds, 0.05% hits; ABC-DLBCL IkBa-CBG/CBR reporter, luminescence ratio, 4 h; Potency, µM (top dose mostly 46.1 µM), inactives show top-dose ratio change, negative = lower green/red ratio, most hits filed as inhibitors; AID 493014; active means well fitted inhibition curve with a large enough effect in the signal ratio, with a control signal flat, not every such curve was filed as active; inconclusive means small, poorly fitted or top-dose-only effect, or effect the other way, or a change in a side signal; the % refers to the signal ratio;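 further: potency means the concentration at half of the fitted maximal effect; plate controls were basal doxycycline-induced cells for no effect and cells given 10 µM MG132 for full effect; MG132 reads +100%, hits lower the ratio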
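TMD8 human ABC-DLBCL cells with doxycycline-inducible IκBα–green luciferase fusion and unfused red luciferase, in 0.5% FBS medium; compounds up to 46 uM, 4 h at 37C. Green/red luminescence ratio, filter-overlap corrected, fitted to concentration-response curves.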
a7 integrin act: integrin-mediated muscular dystrophy alleviation activation; 350,000 compounds, 0.064% hits; alpha7betagal myoblasts, beta-gal FDG fluorescence, 48 h; Potency, µM (titrated, usually from 38.3 µM), for the others: at the top dose activation, hits mostly activators; AID 624291;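 further: potency means the concentration at half of the fitted maximal effect; 100% = response of the positive control SU9516; nearly all actives have a fitted effect of over 60% in size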
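Alpha7betagal+/- myoblasts (passage 13) were plated 16-24 hr, then exposed to compounds (1:260 dilution of DMSO stock) for 48 hours at 37C. After MPER lysis, β-galactosidase reporter activity was read as FDG fluorescence (ex 480/em 540) after 30 minutes.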
TCR act: activates T cell receptor signaling | primary human leukocytes, anti-CD3, IL-2 HTRF, 48 h | Potency, µM (series often up to 9.22 µM), for the others: at the top dose activation of IL-2 secretion, actives largely listed as activators | 330,000 tested, under 10 active | AID 504894; further: % of control where 0% means no effect
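HTRF read-out of IL-2 secretion: europium cryptate donor excited at 320nm, d2 acceptor emission at 665nm. Cells were primary human leukocytes incubated 48 hr with compounds and a-CD3 beads, supplying TCR signal only.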
ELG1 repair inh: blocks ELG1-dependent DNA repair in HEK293T cells. HEK293T ELG1-luciferase reporter, luminescence, 16 h; DNA damage induced by 5-fluorouridine. Potency, µM (titrated, usually from 46.1 µM), without a hit: at the top dose activity change, negative = inhibition, actives largely listed as inhibitors. 330,000 compounds, 2.3% hits. AID 504467; further: potency means the concentration at half of the fitted maximal effect; on the % scale 0 is the no-effect control and ±100 the full control effect; nearly all actives have a fitted effect of over 55% in size
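DMSO vehicle served as the neutral condition. Each well held 2,000 cells given 5-fluorouridine plus compound; after 16 hr at 37 °C/5% CO2, ONE-Glo was added and luciferase measured 30 min later.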
TSHR antag: antagonists of human thyroid stimulating hormone receptor; P16473; TSHR-expressing cells, TSH-stimulated cAMP HTRF, 2 h; stronger effect = lower value; activity change, negative = inhibition, % at 11.5 µM; 330,000 compounds, 0.2% hits; AID 504810;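 active means activity change below a set negative limit, meaning inhibition stronger than a set level, cut at about -70% in these data; inconclusive means activity change between two set negative limits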; further: on the % scale 0 is the no-effect control and ±100 the full control effect
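Read-out is FRET at 665 nm (cryptate excitation 337 nm) from a cryptate-tagged anti-cAMP antibody, competed by cell cAMP against cAMP-d2. Compounds are tested on freshly harvested TSHR cells challenged with 4nM TSH (EC80) for 2 hours at 37 deg C.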
Tb PFK block: inhibitors of T. brucei phosphofructokinase; O15648; T. brucei PFK, ADP-Glo luminescence; Potency, µM (highest dose often 57.5 µM), for inactives: top-dose activity, negative = inhibition, hits mostly inhibitors; 330,000 compounds, 0.17% hits;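 further: potency means the concentration at half of the fitted maximal effect; 0% = uninhibited 1x PFK enzyme wells and -100% = no-enzyme wells; nearly all actives have a fitted effect of over 60% in size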
Target sequence (O15648 whole entry, looked up): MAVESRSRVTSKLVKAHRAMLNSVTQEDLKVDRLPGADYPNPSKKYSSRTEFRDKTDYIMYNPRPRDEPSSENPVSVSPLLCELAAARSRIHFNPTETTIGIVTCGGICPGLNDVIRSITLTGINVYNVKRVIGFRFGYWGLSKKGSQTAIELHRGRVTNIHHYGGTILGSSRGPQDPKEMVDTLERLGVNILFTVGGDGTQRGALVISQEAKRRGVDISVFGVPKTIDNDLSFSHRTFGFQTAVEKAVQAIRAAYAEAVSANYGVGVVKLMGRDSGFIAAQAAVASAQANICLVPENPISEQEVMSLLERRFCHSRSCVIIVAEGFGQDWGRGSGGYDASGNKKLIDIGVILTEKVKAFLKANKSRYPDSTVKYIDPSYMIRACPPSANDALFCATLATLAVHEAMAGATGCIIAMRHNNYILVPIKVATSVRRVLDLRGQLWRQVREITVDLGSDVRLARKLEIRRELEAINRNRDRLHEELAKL
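ADP-Glo luminescence quantified ADP after 45 min at room temperature, with 1.25 nM T. brucei PFK, 0.1 mM ATP and 0.5 mM fructose-6-phosphate in pH 8.0 TEA buffer. qHTS titrations up to 57 µM; curves classified by quality.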
* hit, by the source's call; ? = inconclusive; . = not tested or not shown; [ ] = remark or other dose. Unless noted, the call rests on the fitted dose curve; in most records, active means well fitted curve in the direction sought with a large enough effect; inconclusive means small, poorly fitted or top-dose-only effect, or another doubt; inactive means no such curve, though single readings can be large; an effect the other way counts as inactive or inconclusive. Compounds were not picked by outcome, and some 3.2% of all compounds hit somewhere here.

cpd	compound	Eya2 inh	S-ASM inh	Mito fusion yeast	TSG101-PTAP inh	A-T KAP1 phos	Chronic BCR inh	a7 integrin act	TCR act	ELG1 repair inh	TSHR antag	Tb PFK block
1	COc1cc(C2NC(=S)NC(O)(C(F)(F)F)C2C(=O)c2cccs2)cc(OC)c1O (configuration not stated)	5%	4%	0%	0%	4%	-1%	44%	0%[46.1 µM]	?	3	-3%
2	COc1ccc(NC2=C(Cl)C(=O)N(c3ccccc3)C2=O)c(OC)c1	-29%	-7%	3%	-5%	0%	?	30%	1%	-4%	-14	1%
3	Cc1ccc(S(=O)(=O)NC(=O)c2cc(C)n(-c3ccc(N(C)C)cc3)c2C)cc1	5%	-3%	-10%	-4%	-3%	?	0%	-1%[46.1 µM]	?	-10	0%
4	CC1CCCN(C(=O)Cn2nnc(-c3ccccc3F)n2)C1 (configuration not stated)	7%	2%	2%	-1%	0%	1%	1%	-6%	?	20	2%
5	COc1ccccc1NC(=O)c1cnc2n(c1=O)CCS2	11%	4%	1%	-6%	-2%	9%	7%	-1%	?	1	1%
6	CC(C)n1c(NCCc2ccccc2)nc2c1c(=O)n(C)c(=O)n2C	6%	-2%	13%	-2%	0%	8%	-45%[inhibitor]	-3%[46.1 µM]	18µM*	-18	0%
7	COc1ccc(C)cc1NC(=O)CCc1c(C)nn(-c2ccc(N3CCCCC3)nn2)c1C	-10%	3%	0%	-5%	-16%	-6%	31%	10%	?	21	1%
8	Cc1cc(C)nc(Nc2ccccc2Cl)n1	4%	2%	-4%	0%	-8%	1%	-11%	.	8%	-10	-1%
9	COC(=O)[C@]1(C)N[C@H](CN(C)S(=O)(=O)c2ccccc2)[C@@H]2C(=O)N(Cc3ccccc3)C(=O)[C@@H]21	-15%	-3%	.	-3%	8%	0%	18%	5%	16%	14	4%
10	CC(NC(=O)c1ccccc1F)C12CC3CC(CC(C3)C1)C2 (configuration not stated)	-10%	-1%	22%	.	18%	4%	-36%	1%	-3%	-9	5%
11	COc1ccc(S(=O)(=O)CCc2nnc(NC(=O)c3ccc(F)cc3)s2)cc1	-4%	-4%	3%	-5%	0%	13%	-20%	-4%	9%	-6	0%
12	N#Cc1c(SCC(=O)Nc2nc3ccc(Br)cc3s2)sc2c(O)cc(=O)[nH]c12	8%	-14%	2%	?	-4%	7%	67%	-1%	20%	6	-13%
13	CCOc1cc(/C=C/c2cccc[n+]2C)ccc1O	3%	-14%	5%	-4%	0%	?	-7%	12%	-1%	-13	-2%
14	O=C(CC1(O)C(=O)Nc2ccccc21)c1ccccc1 (configuration not stated)	-2%	-3%	1%	2%	-4%	6%	0%	4%	15%	-3	-9%
15	Cc1cc(C(=O)Nc2nc(C)c(C(=O)N(C)C)s2)ccc1[N+](=O)[O-]	2%	-1%	0%	-5%	1%	?	-2%	7%[46.1 µM]	?	12	3%
16	CC(C)c1ccc(Nc2nnc(SCC(=O)c3nnc(-c4ccccc4)o3)s2)cc1	1%	-3%	7%	2%	-2%	?	4%	6%[46.1 µM]	?	-10	-7%
17	CCN(CC(=O)Nc1ccccc1C(F)(F)F)C(=O)c1cc2c(s1)CCCCC2	0%	-1%	?	-3%	1%	0%	-21%	2%	-7%	-7	-4%
18	C/C(=N\NC(=O)c1ccc(O)cc1)c1cc2ccccc2o1	0%	0%	8%	3%	-5%	?	12%	4%	?	1	1%
19	CCCCC(=O)Nc1sc(C(=O)N(CC)CC)c(C)c1C(=O)OC	-9%	-1%	14%	-9%	4%	8%	-27%	-2%[46.1 µM]	?	-20	-8%
20	Cc1cccc2c1N1C(=O)c3c(C(=O)O)cccc3C1CC2C (configuration not stated)	-2%	5%	18%	-6%	5%	-29%	?	0%[46.1 µM]	?	-3	0%
21	Cc1noc(C)c1C(=O)NC(C)C12CC3CC(CC(C3)C1)C2 (configuration not stated)	4%	3%	-2%	-4%	0%	-1%	4%	1%	1%	4	1%
22	COc1cc(OC)cc(-c2nc3nc(C)c(CCC(=O)NCc4ccco4)c(C)n3n2)c1	-11%	-2%	-5%	-2%	.	-2%	-5%[7.66 µM]	0%	?	-12	0%
23	Cc1cc(C)cc(NC(=O)c2nnn(Cc3cc(C)ccc3C)c2N)c1	6%	3%	6%	0%	5%	?	0%	5%	6%	-16	0%
24	CN(C)CCCN1C(=O)c2cccc3cccc(c23)C1=O	3%	-2%	-2%	-1%	5%	-2%	-70%[inhibitor]	10%	-30%	4	-1%
25	CC1=CCC(C(=O)O)(C(=O)N/N=C/c2cccs2)C(c2ccc(F)cc2)C1 (configuration not stated)	-17%	-2%	0%	-2%	-1%	11%	13%[7.66 µM]	.	0%	-8	-2%
26	O=C(c1cc(-c2cccc(Cl)c2)on1)N1CCCC1	-13%	-1%	15%	-5%	0%	-117%	-28%	0%	?	-8	9%
27	N#CCCCSc1nnc(-c2ccccn2)o1	5%	2%	1%	1%	3%	0%	0%	4%	?	-7	-7%
28	Cc1ccc(C2(c3ccccc3)NC(=O)N(CC(=O)NCc3ccco3)C2=O)cc1C (configuration not stated)	6%	-8%	2%	-5%	14%	0%	?	3%	?	80	4%
29	NS(=O)(=O)c1ccc(CNC(=O)C2CCCN2C(=O)c2cccs2)cc1 (configuration not stated)	-6%	7%	.	0%	-1%	2%	0%	0%	?	-3	0%
30	COc1ccc(/C=C/C(=O)c2c(C)nc3ccccn23)cc1	1%	-2%	-5%	-5%	3%	5%	-29%	0%	?	-5	-1%
31	Cc1ccc(S(=O)(=O)N2CCN(C(=O)C3CC3C)CC2)c(C)c1 (configuration not stated)	3%	4%	2%	-2%	2%	?	-14%	-14%	2%	-5	0%
32	Cn1nc(C(C)(C)C)cc1NC(=O)Nc1ccc(Cl)cc1	-9%	2%	2%	-8%	-2%	16%	-2%	5%	20%	-8	-9%
33	CCOC(=O)/C=C1\SCC(=O)N1CC(=O)NC(C)c1ccccc1 (configuration not stated)	-2%	6%	-2%	58%[activator]	-3%	-4%	12%	-2%[46.1 µM]	5%	6	5%
34	COc1ccc(C2CC(c3cccs3)=NN2S(C)(=O)=O)cc1 (configuration not stated)	11%	3%	2%	-3%	4%	6%	-31%	-5%	?	-8	1%
35	CC1(C)Cc2c(ccc3ccccc23)C(c2cc3ccccc3oc2=O)=N1	7%	2%	-1%	-3%	-1%	-1%	-27%	-1%	2%	10	-4%
36	COC(=O)c1scc(C)c1NC(=O)/C=C/C(=O)O	5%	5%	-4%	-1%	?	?	17%	4%	14%	11	18%
37	CC12CCC(C/C1=N\OC(=O)c1ccc(F)cc1)C2(C)C (configuration not stated)	-11%	-1%	21%	-5%	2%	?	0%	2%[46.1 µM]	0%	-1	2%
38	COc1ccccc1NS(=O)(=O)c1ccc2oc(SC3CCOC3=O)nc2c1 (configuration not stated)	-8%	2%	-1%	-5%	6%	-23%	-5%	3%	-2%	-15	4%
39	COc1ccc(CCC(=O)NCCNC(=O)CCc2ccc(OC)cc2)cc1	-12%	4%	-1%	-7%	-17%	2%	25%	0%	-2%	2	5%
40	O=C(NCc1ccc2c(c1)OCO2)c1sccc1Br	18%	-2%	2%	-1%	-1%	?	-9%	11%	?	-7	8%
41	Fc1ccc(NC(=S)NC2CC3CCC(C2)N3Cc2ccco2)cc1 (configuration not stated)	1%	-1%	-4%	0%	-1%	8%	-16%	-6%	1%	19	-2%

Assay outcomes (PubChem BioAssay)
